# Source: PubChem BioAssay (several laboratories)
# PTEN del growth: growth suppression of PTEN-null HCT116, primary screen, cell-based, CellTiter-Glo | HCT116 PTEN-null viability, 60 h; hits give low values | 140,000 tested, 1.2% active | viability, % at 10 µM | AID 827, 2007;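 active = viability at or below a set limit, 4 SD under the median of all tested compounds, cut at about 3.7% in these data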;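 also: PTEN knockout HCT116 line with beta catenin targeted HCT116 as companion control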
# Phagocyt inh: inhibitors of macrophage phagocytosis, primary screen, imaging, J774A.1 cells, IgG beads. J774A.1 macrophage IgG-bead phagocytosis. 110,000 tested, 0.07% active. inhibition, % at 5 µM;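 active = inhibition above the mean of the plate negative controls plus 5 SD, cut at about 13% in these data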;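 also: phagocytic index as fraction of beads internalized from green versus red external bead signal; plate controls were DMSO negative control for no effect and cytochalasin-D positive control for full effect; some results beyond the cut were filed as inactive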
# E-sel TNF inh: E-selectin induction blockers in HUVEC – imaging, immunofluorescence, high content, primary screen. inhibition, % at 2 µM. 120,000 tested, 0.71% active. HUVEC TNFa-induced E-selectin immunofluorescence. AID 1246, 2008;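 active = inhibition above the batch mean plus 3 SD, and confirmed as a hit on visual image review, cut at about 43% in these data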;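 also: 0% = TNF-stimulated DMSO wells and 100% = unstimulated control wells; not every result past the cut was called active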
# HCT116 bCat-KO: primary screen for growth suppressors in beta-catenin knockout HCT116 cells (colon tumor, human). AID 818, 2007. HCT116 beta-catenin knockout viability, CellTiter-Glo, 60 h; hits give low values. viability, % at 10 µM. 140,000 tested, 1.5% active;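 active = viability at or under a set limit, the compound median less 4 SD, cut at about 6% in these data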;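 also: 0% = Hyamine 1622 control at 20 µM and 100% = untreated cell control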
# Yeast growth inh: growth inhibitors of yeast BB579 in restrictive medium, primary screen, yeast lifespan-shortening project, S. cerevisiae; 140,000 tested, 0.51% active; inhibition, % at 10 µM; AID 804, 2007; OD615, 48 h;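 active = inhibition above a set limit, 3 SD over the mean compound inhibition, cut at about 44% in these data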; also: inactives centre near -24
#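 Detection: OD615 turbidity measurement; Material: Saccharomyces cerevisiae DeaD strain BB579, replicative lifespan model yeast; Timing: 48 h exposure, 30 °C; Doses: single 10 µM dose; Medium: CSMM-D restrictive synthetic medium containing dextrose (glucose); Controls: amphotericin B at 10 µg/mL as positive control.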
# MRP-1 activ: H69AR viability gain despite doxorubicin, primary screen, MRP-1 activator project, H69AR cells, CellTiter-Glo | viability increase, % at 10 µM | viability rescue | 140,000 tested, 0.61% active;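 active = viability gain under doxorubicin at or above a set limit, the compound median plus 3 SD, cut at about 4.7% in these data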;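 also: MRP-1 overexpressing cells given doxorubicin 25 µM after compound pretreatment; 18-22 h compound pretreatment then 72 h with doxorubicin before readout; 0% = doxorubicin-only wells and 100% = vehicle-treated cells without doxorubicin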
# Yeast lifespan up: compounds extending yeast replicative lifespan, primary screen, S. cerevisiae, OD615; S. cerevisiae growth with nicotinamide; deaD strain in restrictive glucose medium; inhibition of the nicotinamide effect, % at 10 µM; 130,000 tested, 0.68% active; AID 775, 2007;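 active = inhibition above a set limit, placed 3 SD over the median of all compounds, cut at about 26% in these data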;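 also: 0% = nicotinamide-treated wells and 100% = cells grown without nicotinamide; some compounds called inactive have numbers as strong as hits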
#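 assay system = DeaD-strain S. cerevisiae | measured by = absorbance at 615 nm | probe or stimulus = nicotinamide 1.5 mM | buffer or medium = CSMM-D glucose medium, restrictive | times = 48 h at 30 °C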
# NPY Y2 blocker: NPY-Y2 receptor antagonists, primary screen, cell-based; AID 793, 2007; NPY-Y2 expressing cells, antagonist mode; Neuropeptide Y receptor type 2 (Homo sapiens), P49146; inhibition, % at 2.7 µM; 140,000 tested, 0.99% active; in the data active = inhibition above about 17%;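 also: 0% = vehicle with agonist challenge and 100% = reference antagonist with challenge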
# Target sequence (P49146 whole entry, looked up): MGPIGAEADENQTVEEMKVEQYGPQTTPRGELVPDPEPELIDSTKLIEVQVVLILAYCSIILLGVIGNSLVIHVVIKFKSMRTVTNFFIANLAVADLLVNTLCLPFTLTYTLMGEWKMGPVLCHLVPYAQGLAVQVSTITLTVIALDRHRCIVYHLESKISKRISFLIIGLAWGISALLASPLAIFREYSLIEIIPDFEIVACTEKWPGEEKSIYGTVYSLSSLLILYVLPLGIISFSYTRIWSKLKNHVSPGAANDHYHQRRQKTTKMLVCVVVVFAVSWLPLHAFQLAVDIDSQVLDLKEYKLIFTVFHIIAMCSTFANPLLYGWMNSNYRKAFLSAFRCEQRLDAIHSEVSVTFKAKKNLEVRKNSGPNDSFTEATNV
# Measles CPE: compounds protecting cells from measles virus cytopathic effect, primary screen, measles RdRp inhibitor project, single point, MLSMR library, absorbance; Measles virus-infected cells, CPE protection; protection (pct of control), % at 4 µM; AID 841, 2007; 140,000 tested, 1.5% active; in the data active = protection mostly above about 24%, no sharp cut-off; inactive = mostly below about 26%; also: some compounds called inactive have numbers as strong as hits
# GALR2 blocker: GALR2 antagonists in receptor-expressing cells, primary screen. Galanin receptor type 2 (Homo sapiens), O43603. antagonist mode. inhibition, % at 4 µM. 140,000 tested, 0.39% active; in the data active = inhibition above about 27%;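 also: cells stimulated with galanin 1-16 at roughly its EC80; 0% = agonist challenge control and 100% = basal control without agonist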
# Target sequence (O43603 whole entry, looked up): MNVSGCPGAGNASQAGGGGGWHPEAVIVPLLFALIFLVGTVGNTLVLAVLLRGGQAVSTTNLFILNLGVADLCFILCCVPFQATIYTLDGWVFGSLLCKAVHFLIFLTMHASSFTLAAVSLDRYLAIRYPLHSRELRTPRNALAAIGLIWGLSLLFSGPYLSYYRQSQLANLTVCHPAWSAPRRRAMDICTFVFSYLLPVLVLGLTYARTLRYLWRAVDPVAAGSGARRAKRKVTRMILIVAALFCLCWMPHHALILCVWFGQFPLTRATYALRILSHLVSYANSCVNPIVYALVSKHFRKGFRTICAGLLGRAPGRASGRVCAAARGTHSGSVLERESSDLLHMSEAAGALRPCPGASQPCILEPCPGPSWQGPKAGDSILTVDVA
# * hit, by the source's call; x = not tested or not shown.
SMILES,PTEN del growth,Phagocyt inh,E-sel TNF inh,HCT116 bCat-KO,Yeast growth inh,MRP-1 activ,Yeast lifespan up,NPY Y2 blocker,Measles CPE,GALR2 blocker
O=C(CS(=O)(=O)c1c[nH]c2ccccc12)N1CCCCC1,98,-3,x,93,33,-2.6,-1,2,11,10
Cc1ccsc1C(=O)OCC(=O)Nc1cccc(S(=O)(=O)N2CCOCC2)c1,92,-3,-12,92,-40,-1.6,3,3,4,-1
CCCC1=C([O-])C2N=CC=CC2=[N+](c2ccccn2)C1=O (stereo unspecified),107,3,x,104,8,-1.6,-2,0,7,-7
CCOC(=O)c1ccccc1NC(=S)N1CCC(C)CC1,88,-6,x,82,-13,-1.8,-3,3,7,-4
CCn1c(C(=O)N2CCC(C(=O)NCc3cccs3)CC2)cc2sccc21,77,0,x,76,-14,-1.9,-13,3,6,10
CCOC(=O)c1c(-c2ccc(Cl)cc2)c(C#N)c(=O)n(N)c1N,84,0,-30,97,-54,-1.1,-6,1,1,-8
CC(c1ccccc1)N1CC(C(=O)N2CCN(c3ccccc3)CC2)CC1=O (stereo unspecified),96,-1,9,104,-14,-0.9,22,2,13,-1
COC1=C(N)C(=O)c2nc(-c3nc(C(=O)O)c(C)c(-c4ccc(OC)c(OC)c4O)c3N)ccc2C1=O,2.0*,x,x,2.3*,97*,-1.9,-7,2,5,13
CCCOC(=O)c1cc(=O)[nH]c2ccccc12,94,-3,x,92,-24,-0.4,-15,-1,29,0
Cc1ccn(C(=O)c2cc3c(C)nn(-c4ccccc4)c3s2)n1,81,x,-4,82,-64,-0.7,0,2,12,8
O=C(N/N=C/C=C\c1ccccc1[N+](=O)[O-])c1cccs1,79,-13,x,76,-43,-1.5,-4,2,13,20
O=[N+]([O-])c1cc(Cl)cc(C2=NCCN2)c1,86,-1,9,86,-34,-2.0,6,2,19,1
Cc1ccc2cc(/C=N/NC(=O)CN3CCOCC3)c(Cl)nc2c1,70,-1,-6,69,-28,-1.3,-14,1,8,-3
CCOC(=O)C(=O)NNc1ccccc1C,101,-3,-3,99,-22,-2.7,3,1,4,11
COC(=O)C1=C(C)N(c2ccccc2)/C(=C/c2cccs2)C1=O,95,-6,21,81,-26,-3.1,-4,-3,1,12
CC(C)CCN1C(=O)c2ccccc2C1C(=O)NCc1cccnc1 (stereo unspecified),96,x,-1,96,6,-2.7,-7,4,30,-17
O=C(O)c1cccnc1SC1CC(=O)N(Cc2ccccc2)C1=O (stereo unspecified),86,0,-6,92,-19,-1.6,2,1,8,2
COc1ccc(/C=N/N=C2\CC3CCC2(C)C3(C)C)cc1O (stereo unspecified),103,0,-3,96,-21,1.3,-7,-1,5,3
Cc1ccc(C(=O)CSc2nnc(-c3ccccc3N)n2C)cc1,83,2,-14,96,-3,-3.9,-12,1,3,-9
Cc1cccc(-c2nnc(SCC(=O)Nc3nc4c(s3)CCCC4)n2C)c1,87,x,-9,77,-12,-4.1,x,2,4,0
CC(=O)N(Cc1c(C#N)c2ccccc2n1C)c1ccccc1,98,x,16,87,-30,-3.5,x,2,5,6
CCSC1=N/C(=C\c2cccnc2)C(=O)N1c1ccccc1,92,7,x,90,-47,-2.2,1,2,24,1
COc1cnn(-c2cc(Oc3ccc(C)cc3)ncn2)c(=O)c1Cl,102,0,-8,97,-20,0.8,-8,1,3,-6
CC1=CC(C)(C)N(C(=O)CSc2ncn[nH]2)c2ccccc21,96,1,15,99,-4,3.9,-5,3,14,-11
COCCCN=C1NN=C(c2cc(C)n(Cc3ccco3)c2C)CS1,16,4,-11,11,-8,-2.4,-4,9,2,7
Cc1ccc(NC(=O)NNS(=O)(=O)c2ccc(Br)cc2)cc1,99,x,-6,96,-29,-1.4,-10,8,4,-2
CC(=O)c1cc2c(cc1NC(=O)CCCC(=O)O)OCO2,98,x,-20,100,-28,1.2,-7,0,7,7
O=S(=O)(c1ccc(SCCO)nc1)N1CCCC1,99,-1,x,104,-26,-1.2,1,0,18,12
CCC(=O)OCCn1c(Br)nc2c1c(=O)[nH]c(=O)n2C,93,2,x,96,-41,-2.0,-14,2,10,9
O=C(c1cc2ncc(CCCl)cn2n1)N1CCCCCC1,103,-6,x,97,8,-1.2,4,0,6,-1
CCNC(=O)/C(=C\c1ccc2c(c1)OCO2)NC(=O)c1ccc(Br)cc1,106,2,-32,111,-20,-1.6,-10,3,8,7
Cn1c(NCc2c(O)ccc3ccccc23)nc2ccccc21,73,0,24,83,-12,-4.8,-8,-3,17,13
COc1ccc(N(C(=O)c2ccco2)S(=O)(=O)c2ccccc2)cc1,72,0,-42,82,-17,-2.0,-4,2,8,-12
CCC(=O)N1CCN(c2nc(-c3ccccc3)c3c(c2C#N)CCCC3)CC1,88,0,-1,89,7,-3.8,-21,9,9,-20
CCN(CC)C(=S)Nc1ccc(Cl)c(Cl)c1,91,4,x,92,-37,-2.5,-3,4,9,-16
C=CCn1c(CNc2ccc(C)cc2)nnc1SCC(=O)N/N=C/c1ccc(O)cc1O,88,-2,-53,89,-27,0.8,0,-1,4,24
O=C(NC(=S)Nc1ccccn1)c1ccc([N+](=O)[O-])cc1,101,0,x,89,-30,0.9,-5,3,10,2
CC(=O)N1CCC2(CC1)CC(=O)c1cc(OCC(=O)NCc3ccco3)ccc1O2,80,-1,3,83,7,-1.8,-25,0,3,-6
COc1ccc(C(=O)/C=C/c2ccccc2F)c(OC(=O)c2ccc([N+](=O)[O-])cc2)c1,23,x,x,32,-18,-2.1,-12,3,22,-10
CCOc1ccc2ncc(S(=O)(=O)c3ccccc3)c(N3CCN(c4ccc(OC)cc4)CC3)c2c1,70,-3,x,74,-33,-0.4,0,1,12,-3
O=c1cc(CSc2ccc(Cl)cc2)nc(N2CCCCC2)[nH]1,86,0,x,86,-66,1.1,-7,1,10,-6
COC(=O)c1ccccc1CON1C(=O)C(C)(C)N(OCc2ccccc2C(=O)OC)C(=O)C1(C)C,82,x,6,87,-37,-0.6,-10,0,6,3
O=C(CSc1ccccc1)Nc1nnc(COc2ccc(Cl)cc2)s1,86,-4,6,86,-22,7.1*,4,4,12,-1
CS(=O)(=O)N(CC(=O)NCc1ccco1)c1ccc2c(c1)OCO2,95,2,9,96,-50,-1.9,-15,1,25,1
Cc1nnc(NC(=O)CCCN2C(=O)c3ccccc3C2=O)s1,95,0,x,99,1,-0.6,-10,0,7,-8
CCN(CC)S(=O)(=O)c1ccc(N=Nc2c(C)[nH]n(C(N)=S)c2=O)cc1,91,x,1,86,7,-4.1,x,3,23,8
CCOc1ccc(S(=O)(=O)n2nc(C)cc2C)c2ccccc12,92,0,-34,91,14,-2.4,-3,1,7,11
CCCn1c(C)cc(C(=O)COc2ccc(S(=O)(=O)N(CC)CC)cc2[N+](=O)[O-])c1C,14,-7,10,14,-47,-4.7,3,4,9,-9
C=CCNC(=O)/C(=C\c1ccc([N+](=O)[O-])cc1)NC(C)=O,92,2,-49,86,-1,-0.6,-8,7,20,-5
CCNC(=O)CC1C(=O)N(c2ccccc2)C(=O)N1CCC(C)C (stereo unspecified),98,1,-33,96,-5,0.5,-7,-1,4,-6
# Continuation:
SMILES,PTEN del growth,Phagocyt inh,E-sel TNF inh,HCT116 bCat-KO,Yeast growth inh,MRP-1 activ,Yeast lifespan up,NPY Y2 blocker,Measles CPE,GALR2 blocker
CC(C)C(=O)Nc1cccc(C(=O)Nc2nncs2)c1,105,-3,-26,96,-29,-0.5,16,2,7,1
Cc1ccc(Oc2nccc(-c3ccc(Cl)cc3)n2)cc1,81,-1,x,89,-4,3.5,-7,6,6,-11
O=C(NCCCNc1ccc([N+](=O)[O-])cc1)C(F)(F)F,87,7,6,78,-20,-2.0,3,6,5,1
Cc1onc(-c2c(F)cccc2Cl)c1C(=O)NC(=S)NC1CCS(=O)(=O)C1 (stereo unspecified),98,-5,-3,91,-14,-2.4,2,0,5,-10
c1ccc2c(c1)C(=Nn1cnnc1)c1ccccc1-2,84,-3,-11,81,54*,-0.5,-19,-1,3,3
O=[N+]([O-])c1ccc(N/N=C2/CCCCC2c2ccccn2)cc1 (stereo unspecified),92,-3,x,93,98*,-2.6,-10,0,4,6
Cc1cccc(C(=O)n2c(=S)nc3ccccn32)c1,71,0,-10,70,-24,-1.6,-19,0,3,-8
CN(C)CCOC(=O)CCc1ccccc1,109,-2,12,106,10,2.4,-6,-1,6,1
COc1ccc2c(c1)cc(C)c1nnc(SCC(=O)N(C)c3nc(-c4ccccc4)cs3)n12,75,-3,8,85,-35,-1.5,0,1,9,-1
c1ccc(C2CC(c3ccccc3)n3ncnc3N2)cc1 (stereo unspecified),91,-1,x,93,-38,-1.7,2,1,8,-6
Cc1ccc(S(=O)(=O)N(C)Cc2nc(-c3ccc(Br)cc3)no2)cc1,78,-1,2,77,-14,-1.3,-2,12,16,10
O=C(CN1CCN(C(=O)c2ccco2)CC1)Nc1cc(Cl)ccc1Cl,88,x,2,85,-17,-3.1,-19,2,69*,-5
CCN(CC)CC(=O)Nc1ccc(-c2nc3cc(NC(=O)CN(CC)CC)ccc3o2)cc1,7,-2,-31,8,-25,-4.7,-8,16,15,2
CC1(C)Cc2c(C#N)c(N3CCN(C(=O)c4ccccc4)CC3)nc(Cc3ccccc3)c2CO1,70,-1,1,84,-2,-4.6,-7,4,10,-7
C/C(CC1(O)C(=O)Nc2ccccc21)=N\O (stereo unspecified),96,1,-71,95,-58,-1.6,-1,0,20,7
COc1cc(NS(=O)(=O)c2ccc(C)c(C)c2)c(OC)cc1Cl,114,x,-6,97,-16,0.2,-3,10,4,-2
CCOC(=O)N1CCC(NC(=O)C2CCCN(S(=O)(=O)c3cccc4nsnc34)C2)CC1 (stereo unspecified),104,0,11,92,-12,-0.5,-12,0,0,5
O=[N+]([O-])c1ccc(N2CCCCCC2)c([N+](=O)[O-])c1,83,0,52,90,-32,0.0,5,1,15,-3
O=C1c2[nH]nc(-c3ccccc3O)c2C(c2ccccc2F)N1Cc1ccco1 (stereo unspecified),28,1,x,43,-6,-6.1,-9,3,7,-1
CC(=O)NC1C(=O)SC1(C)C (stereo unspecified),96,-3,-13,90,2,-2.6,0,1,22,-11
CCNc1nc(NCc2ccccc2)nc(Oc2ccc(=O)[nH]n2)n1,84,x,-13,89,-28,-4.3,0,0,6,8

# 3 of the entries above in order of their number in GALR2 blocker, falling:
SMILES,Phagocyt inh,E-sel TNF inh,Yeast lifespan up,NPY Y2 blocker,Measles CPE,GALR2 blocker
Cc1ccc(S(=O)(=O)N(C)Cc2nc(-c3ccc(Br)cc3)no2)cc1,-1,2,-2,12,16,10
CC1(C)Cc2c(C#N)c(N3CCN(C(=O)c4ccccc4)CC3)nc(Cc3ccccc3)c2CO1,-1,1,-7,4,10,-7
CC(=O)NC1C(=O)SC1(C)C (stereo unspecified),-3,-13,0,1,22,-11
